LGR2 inh: Drosophila LGR2 receptor signaling inhibition | HEK293 LGR2, CRE-luciferase, bursicon-stimulated, 4 h | inhibition, % at 9.99 µM | hit rate 0.35% among 380,000;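 active means drop in luminescence signal, shown as inhibition above about 50% in the replicate tests, limit read from the data, passing the limit was not always enough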;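 further: agonist challenge used bursicon conditioned medium at about half maximal strength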
Numbers without * were called inactive.

Preview, four compounds:
molecule,LGR2 inh
C=CCNC(=O)/C(C#N)=C/c1c(N2CC(C)OC(C)C2)nc2ccccn2c1=O (centres undefined),-6.8
COCCNC(=O)Cn1nc(-c2ccccc2OC)ccc1=O,5.7
COc1cccc(Cn2c(NCc3ccccn3)nc3c2c(=O)n(C)c(=O)n3C)c1,4.7
CC1(C)CC(=O)C([N+](=O)[O-])=C(NCCCC(=O)O)C1,-7.4

Main list, from the first entry:
molecule,LGR2 inh
C=CCNC(=O)/C(C#N)=C/c1c(N2CC(C)OC(C)C2)nc2ccccn2c1=O (centres undefined),-6.8
COCCNC(=O)Cn1nc(-c2ccccc2OC)ccc1=O,5.7
COc1cccc(Cn2c(NCc3ccccn3)nc3c2c(=O)n(C)c(=O)n3C)c1,4.7
CC1(C)CC(=O)C([N+](=O)[O-])=C(NCCCC(=O)O)C1,-7.4
CCCOc1ccc(C2C(=O)N(C3CCCCC3)CC(=O)N2CCC)cc1OC (centres undefined),13.9
CCOC(=O)C1=C(O)/C(=C\c2cccs2)N=C1C,-4.7
CCOC(=O)N1CCN(C(=O)C2CCN(S(=O)(=O)N3CCCC3)CC2)CC1,11.4
COC(=O)c1sc(C(=O)OC)c(C(=O)OC)c1C(=O)OC,-3.5
Cc1ccc(CNC(=O)N2CCN(C)CC2)cc1,-3.3
CC1CCC2C(=O)N(c3ccc(C(=O)Oc4cccc5cccnc45)cc3)C(=O)C2C1 (centres undefined),20.6
CC(C)(C)N/N=C/c1c(O)n(-c2ccc(Cl)cn2)c(=O)c2ccccc12,-0.3
COc1ccc(NC(=O)Cn2nc(C(F)(F)F)c3c2CCCC3)cc1OC,12.5
COc1ccc(C(C)=O)cc1CSc1nnc(Nc2ccccc2C)s1,-2.4
C/C(=N\NC(=O)c1ccc(Cl)c(Cl)c1)c1ccc(Br)s1,-18.4
COc1cccc(CNn2c(-c3cccc(C)c3)nc3ccccc3c2=O)c1O,10.1
O=C(NCc1ccc(Cl)cc1)C(=O)NCC1OCCN1C(=O)c1cccs1 (centres undefined),11.7
COCCCN1CCc2[nH]c(=S)[nH]c(=O)c2C1,-13.6
O=C(NC1CCCCCC1)C1CCC(CNS(=O)(=O)c2ccc(Br)s2)CC1 (centres undefined),-12.1
CCOC(=O)C1CCCN(C(=O)CN2CCN(Cc3ccc(Cl)cc3)C2=O)C1 (centres undefined),5.8
Cc1ccc(N(CC(=O)N/N=C/c2ccc(OC3CSC3)cc2)S(=O)(=O)c2ccccc2)c(C)c1,17.4
Cc1cccc2c1N(CCOc1ccccc1Cl)C(=O)C2=O,2.5
COc1cc(N(C)C)c([N+](=O)[O-])cc1C(=O)NC(C)CNc1ccc([N+](=O)[O-])cc1Cl (centres undefined),5.5
O=C(c1cc2ccccc2oc1=O)N1CCN(CCc2ccccc2)CC1,10.8
CCOC(=O)c1cnn(CCOC(=O)c2cccs2)c1NC(=O)c1cccs1,7.5

Part of the list above in another layout.
LGR2 inh | smiles
2.5 | Cc1cccc2c1N(CCOc1ccccc1Cl)C(=O)C2=O
5.5 | COc1cc(N(C)C)c([N+](=O)[O-])cc1C(=O)NC(C)CNc1ccc([N+](=O)[O-])cc1Cl (centres undefined)
10.8 | O=C(c1cc2ccccc2oc1=O)N1CCN(CCc2ccccc2)CC1

Further records:
molecule,LGR2 inh
CCOC(=O)C1=C(O)/C(=C/c2ccccn2)SC1=Nc1ccc(Cl)cc1,6.2
c1ccc2c(c1)OCC(c1csc3ncnc(N4CCOCC4)c13)O2 (centres undefined),5.0
Nc1ccccc1Nc1cc(-c2cccc(Cl)c2)nn1-c1ccccc1,-9.7
Cc1ccc(-n2cc[nH]c2=S)cc1C,15.1
Cc1cc(C)n2nc(CC(=O)NCc3ccccc3Cl)nc2n1,17.4
O=C(CSc1nnc(-c2cccnc2)n1Cc1ccco1)c1ccccc1,5.5
COc1cc2c(cc1NC(=O)COC(=O)[C@@H](NS(=O)(=O)c1ccccc1)C(C)C)oc1ccccc12,1.2
C=C(C)CSc1nnc(-c2ccccc2)n1N,-28.5
N=C(N)SCc1ccccn1,4.4
CCOC(=O)c1cc2c(n(-c3ccccc3)c1=O)CC(C)(C)CC2=O,-4.0
N#CCC(=O)N/N=C1\CCCCC1C1CCCCC1 (centres undefined),-29.1
N=C1S/C(=C\c2cn[nH]c2-c2ccc(F)cc2)C(=O)N1c1ccccc1F,-55.1

Structures above with a cyano group (two):
molecule,LGR2 inh
C=CCNC(=O)/C(C#N)=C/c1c(N2CC(C)OC(C)C2)nc2ccccn2c1=O (centres undefined),-6.8
N#CCC(=O)N/N=C1\CCCCC1C1CCCCC1 (centres undefined),-29.1

Continuation.
molecule,LGR2 inh
O=C(Cc1ccc2c(c1)OCCO2)N1CCN(S(=O)(=O)c2cccc(C(F)(F)F)c2)CC1,9.9
COc1cc(N=c2c([N+](=O)[O-])nn(-c3ccc4c(c3)OCCO4)n2O)cc(OC)c1,-2.8
C=CCn1c(Cc2ccc(OC)cc2)nnc1SCC(N)=O,-9.6
COc1ccc(OC)c(NS(=O)(=O)c2ccc(Cl)nc2)c1,-0.4
COc1cccc(C2CC3(CC(C)(C)NC(=S)N3)Oc3cc(O)ccc32)c1 (centres undefined),-7.1
Cc1ccc(C2CC(=O)Nc3cc4c(cc32)OCO4)o1 (centres undefined),-6.0
O=C(NCCN1CCc2ccccc2C1)C1CC(=O)N(C2CCCC2)C1 (centres undefined),4.1
Cc1cc(C)nc(SCC(=O)OCC(=O)Nc2nc3ccccc3s2)n1,10.1
Cc1sc2ncn(CC(=O)NCC(=O)N(C)C3CCCCC3)c(=O)c2c1C,22.4
CCCOc1ccc(CSCCNC(=S)Nc2ccccc2)cc1,-2.2
COc1ccccc1C(=O)Nc1ccc(S(=O)(=O)N2CCCC2)cc1,-14.4
COC(=O)c1cnn(C(=O)c2ccccc2Br)c1N,5.6
COc1cc(/C=C(\C#N)c2ccccn2)ccc1OCc1ccc(Cl)cc1,-2.8
O=C(/C=C/c1ccccc1Cl)c1ccccc(=O)c1O,9.2
CC(=O)N1CCCc2ccccc21,-0.3
Cc1cccnc1NC(=O)Cn1nc(-c2ccccc2)oc1=S,-42.5
Cc1ccnc(NS(=O)(=O)c2ccc(NC(=O)c3cncc(Br)c3)cc2)n1,18.4
COc1ccc(NS(=O)(=O)c2cc(NC(=O)/C=C/c3cc(OC)ccc3OC)ccc2N2CCCCC2)cc1,13.0
CC12CCC(C(=O)N3CCN(c4ccccc4)CC3)(CC1=O)C2(C)C (centres undefined),11.4
Cc1ccc(-c2cc(C(=O)Nc3ccc(S(=O)(=O)Nc4nc(C)cc(C)n4)cc3)c3ccccc3n2)cc1,15.8
Cc1ccc(C(=O)Nc2ccccc2C(=O)NC(CC(=O)O)C(=O)O)cc1 (centres undefined),23.4
CCOC(=O)c1ccc(NC(=S)N2CCC(C(N)=O)CC2)cc1,11.4
O=C(COC(=O)c1ccc(Cl)nc1)NCc1ccc2c(c1)OCO2,-25.9
Cc1cccc2c1N(CCOc1ccc(C(C)(C)C)cc1)C(=O)C2=O,6.6
O=C(Nn1c(-c2ccccc2)nc2ccccc2c1=O)c1cccs1,2.6
Cc1ccc(NC2=C(Cl)C(=O)OC2OC(C)C)c(C)c1 (centres undefined),-2.8
COc1cc(OC)cc(C(=O)N[C@H](C(=O)OCC(=O)Nc2cccc(F)c2)C(C)C)c1,4.6
COc1ccccc1NCC(=O)N/N=C/c1cccnc1,-2.5
Cc1cc(NS(=O)(=O)c2ccc(Nc3nc(-c4ccc(C)c(C)c4)cs3)cc2)no1,-10.5
O=C(OCC(=O)N1CCc2ccccc21)c1c2c(nc3ccccc13)CCCCC2,2.4
C=CCn1c(N)c(-c2nc3ccccc3n2C)sc1=S,6.8
CCOC(=O)c1c(C)[nH]c(C(=O)CN2CCOCC2)c1C,-10.8
CCC1(c2ccccc2)NC(=S)N(c2cccc(C)c2C)N1 (centres undefined),-2.7
CCOC(=O)c1[nH]c2ccc(OC)cc2c1NC(=O)CCN1CCC(C)CC1,-10.4
O=C(CSc1nc2ccccc2[nH]1)NCc1ccc2c(c1)OCO2,7.5
CCCCOc1ccc(C(=O)NCC2(c3ccc(OC)cc3)CCOCC2)cc1,3.3
C/C=N/NC(=O)c1cc(Br)ccc1O,-15.1
O=C(CSc1oc(-c2cccs2)nc1S(=O)(=O)c1ccccc1)NC1CCCCC1,18.4
COc1ccccc1NC(=O)Cn1c(=O)n(-c2ccccc2)c(=O)c2oc3ccccc3c21,16.1
CCC(=O)Nc1ccc(C(=O)N/N=C/c2ccccc2[N+](=O)[O-])cc1,11.6
COc1ccc(C(=O)Nc2sc(C(=O)N(C)C)c(C)c2C#N)cc1[N+](=O)[O-],-16.7
CS/C(=N\NC(N)=O)c1ccccc1,-6.5
COC(=O)c1cc2occc2n1Cc1ccc(Cl)cc1,-8.3
COC(=O)c1cccc(NC(=S)Nc2cccc(Cl)c2Cl)c1,5.7
CCCC(=O)OCC(=O)Nc1ccccc1Sc1ccccc1,-0.6
Cc1ccc(-c2nnn(CC(=O)N(CC(=O)NCC3CCCO3)c3ccc(F)c(Cl)c3)n2)o1 (centres undefined),1.5
Cc1cc(=O)oc(C)c1C(=O)NCc1ccccn1,13.8
CC1CC(C)CN(c2nc(NCc3ccco3)nc(N)c2[N+](=O)[O-])C1 (centres undefined),0.3
CCSc1nnc(NC(=O)CSc2nccn2-c2cc(C)cc(C)c2)s1,21.8
Cc1ccc(C)c(NC(=O)CSc2nnc(C)c(=O)n2N)c1,-2.4
COc1ccccc1/C=C/C=N/n1c(-c2ccncc2)n[nH]c1=S,5.3
O=C(NCCO)c1cccc2c1C(=O)c1ccccc1-2,-2.7
COC(=O)c1[nH]c2cccc(OC)c2c1NC(=O)C(C)N1CCC(C)CC1 (centres undefined),2.7
COC(=O)c1cc(C(=O)OC)n(Cc2ccc(Br)cc2)n1,-8.5
CCOc1ccccc1N(CC(=O)NC(C)(C)C)C(=O)Cn1nnc(-c2ccc(C)o2)n1,-7.1
O=c1c(-c2ccccc2)c(O)c2c(n1-c1ccccc1)CCCC2,10.0
Cc1cccc(Nc2nnc(SCC(=O)Nc3cccnc3Cl)s2)c1,0.3
O=[N+]([O-])c1ccc(Cl)c(/C=N/NC(=S)Nc2ccccc2)c1,-1.2
COC(=O)c1ccc(-c2ccc(/C=N/N3C(=O)C4C5C=CC(C6CC56)C4C3=O)o2)cc1 (centres undefined),-50.3
Cc1ccc(-c2cn(-c3ccc(SC(F)F)cc3)c3[n+]2CCC3)cc1,15.1

Next section:
molecule,LGR2 inh
O=C(c1cccs1)N(Cc1cc2ccccc2[nH]c1=O)c1ccccc1,-13.2
COc1cc(/C=N/NC(=O)c2ccncc2)ccc1OCCN1CCCCC1,1.3
COc1ccc(-c2nnn(CC(=O)N(CC(=O)NC3CCCC3)Cc3cccs3)n2)cc1OC,6.1
CCOC(=O)c1c2ccc(OCC(=O)N/N=C/c3ccc(Cl)cc3)cc2n2ccccc12,16.6
Cc1ccccc1Nc1nc(N)nc(COC(=O)c2ccc(S(=O)(=O)N(C)C)cc2)n1,3.0
COC12NC(=O)N(C)C1(OC)C(=O)N(C)C(=O)N2C (centres undefined),-6.1
CCOc1cc(/C=N/NC(=O)c2nn(C)cc2Br)ccc1OCc1ccccc1Cl,8.5
CC(C)C(=O)N1CCN(c2ccc(NC(=O)c3ccc4c(c3)OCCO4)cc2Cl)CC1,85.0*
CCCc1cc(N2CCCC(C(=O)Nc3cc(Cl)ccc3OC)C2)n2ncnc2n1 (centres undefined),-11.1
CCCCCCCCNC(=O)c1cccnc1SCC(=O)Nc1ccc(OC)cc1OC,10.2
CCOc1ccc(-n2nc3c(=S)[nH]nc(C)c3c2C)cc1,3.2
CC(Sc1nc(-c2ccc(F)cc2)cs1)C(=O)Nc1ccc(Cl)cn1 (centres undefined),8.3
CCOc1ccc(NC(=S)NCCCn2ccnc2)cc1,4.8
COc1ccc(N/N=C(/C)c2cnnc(-c3ccccc3)n2)cc1,-26.0
O=C(NCc1ccccc1)C1CCCN(S(=O)(=O)c2cccs2)C1 (centres undefined),2.4
CCCCOC(=O)C1CN(c2ccccc2)N=C1C(=O)OCC (centres undefined),-2.6
Fc1ccc(-n2c(Cc3ccccc3)nnc2SCc2nc(-c3ccc(Cl)cc3)no2)cc1,-3.4
Cc1cc2ncc(Cl)nc2cc1C,-17.3
COc1ccc(-c2cc(=NC(CC(C)C)C(=O)O)c3cc(C)ccc3o2)cc1 (centres undefined),-47.1
Cc1nc(/C=C/c2ccccc2)[nH]c(=O)c1-c1ccccc1,-17.7
Cc1ccc(CNC(=O)COC(=O)c2ccc(Br)cc2)cc1,1.2
Cn1nnnc1SCC(=O)NCC(=O)c1ccccc1,3.5
COc1ccc(-c2c(C#N)c(N)nc3sc(C(=O)c4ccc(C)cc4)c(N)c23)cc1,1.1
Cc1ccc(/C=N/NC(=O)C2CC(=O)N(c3ccccc3)C2)s1 (centres undefined),-16.6
COc1ccc(NC(=O)CN(Cc2ccccc2)Cc2ccccc2)cc1S(N)(=O)=O,5.7
Cc1ccc2nc(N3C(=O)C(O)=C(C(=O)c4ccco4)C3c3cccs3)sc2c1 (centres undefined),-48.1
CCCCC1(CC(=O)OC)C(=O)N(c2ccccc2)N(c2ccccc2)C1=O,9.3
Nn1c(SC/C=C/c2ccccc2)nnc1-c1ccco1,-16.0

Exported field by field: part of the list above.
COc1ccc(NC(=O)CN(Cc2ccccc2)Cc2ccccc2)cc1S(N)(=O)=O
  LGR2 inh = 5.7

CCCCC1(CC(=O)OC)C(=O)N(c2ccccc2)N(c2ccccc2)C1=O
  LGR2 inh = 9.3

Source: PubChem BioAssay

These rows are one share of the data; the hit share may differ from the screen's.
